phage Ecoli inh = growth loss of phage-infected E. coli, primary screen, RecBCD inhibitor project, absorbance, with phage, HTS | inhibition, % at 11.9 µM | 360,000 compounds, 0.26% hits | AID 651602, 2012; in the data active = inhibition above about 11%
* marks the source's active call; other numbers are inactive results.

The opening 13 compounds (preview)
Screening COc1cc(C)ccc1S(=O)(=O)NC(=O)C1(C)CCN1C(=O)COc1ccc(Cl)cc1 (stereo not drawn) returned phage Ecoli inh -0.5.
`CC1(C(=O)NS(=O)(=O)c2ccc(Cl)cc2)CCN1C(=O)C1CCCCC1` (stereo not drawn) gave phage Ecoli inh 2.7.
Screening CCCS(=O)(=O)NC(=O)C1(C)CCCN(C(=O)c2c(C)noc2C)C1 (stereo not drawn) returned phage Ecoli inh 1.5.
Screening O=C(/C=C/[C@H]1O[C@@H](n2ccc(=O)[nH]c2=O)[C@H](O)[C@@H]1O)NCc1ccc2c(c1)OCO2 returned phage Ecoli inh 2.0.
Screening CCOc1ccc(Cl)cc1-c1cc(C(=O)Nc2ccc(OC)nc2)[nH]n1 returned phage Ecoli inh 1.5.
Screening COc1ccc(-c2oc3c(c2C#CC2(O)CCCCC2)C(OC(C)=O)CCC3)cc1 (stereo not drawn) returned phage Ecoli inh 1.7.
COc1ccc2oc3cc(NCCN(C)C)ccc3c(=O)c2c1 was read as phage Ecoli inh 6.0.
For CC1(C(=O)Nc2ccc3[nH]ncc3c2)CCN1C(=O)CCc1ccccc1 (stereo not drawn) the results were phage Ecoli inh 2.1.
CCOC(=O)[C@]12CCC=C1N(Cc1ccco1)C(=O)[C@H](CC(=O)NCCCOC)C2 was read as phage Ecoli inh 1.7.
`N#Cc1ccc(OCC(=O)Nc2cc(S(=O)(=O)N3CCOCC3)ccc2N2CCCC2)cc1` gave phage Ecoli inh 2.2.
`CC(O)(c1cccnc1)c1nc(-c2ccc3c(c2)OCO3)cs1` (stereo not drawn) gave phage Ecoli inh 3.1.
Screening CCc1nc2ccc(C(=O)Nc3cc(-c4ccccc4)ccc3OC)cn2c1N(CCN(C)C)CC1CC1 returned phage Ecoli inh 1.2.
Screening O=C(C(=O)N1CCN(C(=O)c2ccco2)CC1)c1cc2ccccc2o1 returned phage Ecoli inh 3.1.

The whole of this part, repeating the preview:
Screening COc1cc(C)ccc1S(=O)(=O)NC(=O)C1(C)CCN1C(=O)COc1ccc(Cl)cc1 (stereo not drawn) returned phage Ecoli inh -0.5.
`CC1(C(=O)NS(=O)(=O)c2ccc(Cl)cc2)CCN1C(=O)C1CCCCC1` (stereo not drawn) gave phage Ecoli inh 2.7.
Screening CCCS(=O)(=O)NC(=O)C1(C)CCCN(C(=O)c2c(C)noc2C)C1 (stereo not drawn) returned phage Ecoli inh 1.5.
Screening O=C(/C=C/[C@H]1O[C@@H](n2ccc(=O)[nH]c2=O)[C@H](O)[C@@H]1O)NCc1ccc2c(c1)OCO2 returned phage Ecoli inh 2.0.
Screening CCOc1ccc(Cl)cc1-c1cc(C(=O)Nc2ccc(OC)nc2)[nH]n1 returned phage Ecoli inh 1.5.
Screening COc1ccc(-c2oc3c(c2C#CC2(O)CCCCC2)C(OC(C)=O)CCC3)cc1 (stereo not drawn) returned phage Ecoli inh 1.7.
COc1ccc2oc3cc(NCCN(C)C)ccc3c(=O)c2c1 was read as phage Ecoli inh 6.0.
For CC1(C(=O)Nc2ccc3[nH]ncc3c2)CCN1C(=O)CCc1ccccc1 (stereo not drawn) the results were phage Ecoli inh 2.1.
CCOC(=O)[C@]12CCC=C1N(Cc1ccco1)C(=O)[C@H](CC(=O)NCCCOC)C2 was read as phage Ecoli inh 1.7.
`N#Cc1ccc(OCC(=O)Nc2cc(S(=O)(=O)N3CCOCC3)ccc2N2CCCC2)cc1` gave phage Ecoli inh 2.2.
`CC(O)(c1cccnc1)c1nc(-c2ccc3c(c2)OCO3)cs1` (stereo not drawn) gave phage Ecoli inh 3.1.
Screening CCc1nc2ccc(C(=O)Nc3cc(-c4ccccc4)ccc3OC)cn2c1N(CCN(C)C)CC1CC1 returned phage Ecoli inh 1.2.
Screening O=C(C(=O)N1CCN(C(=O)c2ccco2)CC1)c1cc2ccccc2o1 returned phage Ecoli inh 3.1.
`Clc1ccc2c(-c3ccccc3)nc(-c3cccs3)nc2c1` gave phage Ecoli inh 0.9.
`COc1ccc(CNC(=O)C2(C)Cc3c(-c4cccc(NC(C)=O)c4)ccnc3O2)cc1OC` (stereo not drawn) gave phage Ecoli inh 0.9.
Screening Cc1cccc(C)c1NC(=O)C(c1ccncc1)N1CCN(C)CC1 (stereo not drawn) returned phage Ecoli inh 2.7.
For CCCCNC(=O)C1(C)CCN1C(=O)c1c(F)ccc(C)c1F (stereo not drawn) the results were phage Ecoli inh 0.0.
Screening OC1c2c(F)cccc2N=C2CCCCN21 (stereo not drawn) returned phage Ecoli inh 3.1.
For Cc1cn([C@H]2C[C@H](O)[C@@H](/C=C/C(=O)NCc3ccc4c(c3)OCO4)O2)c(=O)[nH]c1=O the results were phage Ecoli inh 5.9.
Screening CCCc1c(-c2cccc(Br)c2)ncn1CCc1ccccc1OC returned phage Ecoli inh 1.5.
`O=C1NC[C@H](Cc2ccc(O)cc2)N(C[C@@H]2CCCN2C[C@H](Cc2ccccc2)N2C[C@H](Cc3ccccc3)N(CC3CCCCCC3)C(=O)C2=O)C1=O` gave phage Ecoli inh 2.5.
For CNc1cccc(-c2cccc(O)c2)n1 the results were phage Ecoli inh 3.6.
Cc1cc2nc3c(=O)[nH]c(=O)nc-3n(C[C@H](O)[C@H](O)[C@H](O)CO)c2cc1C was read as phage Ecoli inh 5.2.
Screening C[C@H]1CNC(=O)c2c(C(=O)NC3CCN(C(=O)OC(C)(C)C)CC3)ncn21 returned phage Ecoli inh 2.2.
CCOC(=O)[C@]12CCCC=C1N(Cc1ccc3c(c1)OCO3)C(=O)[C@H](CC(=O)NCCCCc1ccccc1)C2 was read as phage Ecoli inh -1.2.
Screening Fc1ccc(-c2nc3c4ccccc4ccn3c2Cc2cccc(F)c2)cc1 returned phage Ecoli inh 6.6.
Screening CC(C)[C@H](NC(=O)OC(C)(C)C)c1cc(C(=O)N[C@@H](C)c2ccccc2)c(N)s1 returned phage Ecoli inh -2.5.
COC(=O)C1=C(C)N(Cc2ccc(C(F)(F)F)cc2)C(=NCc2ccc(C(F)(F)F)cc2)NC1c1cccc(C(F)(F)F)c1 (stereo not drawn) was read as phage Ecoli inh 5.3.
For CCOC(=O)N1CCN(C(=O)C[C@@H]2C[C@@]3(C(=O)OCC)CCCC=C3N(Cc3ccco3)C2=O)CC1 the results were phage Ecoli inh -2.1.
`CC(C)n1c(=O)c2ccccc2n1Cc1cn(Cc2cccnc2)nn1` gave phage Ecoli inh 2.4.
For CCCS(=O)(=O)NC(=O)C1(C)CCCN(C(=O)CSc2ccccc2)C1 (stereo not drawn) the results were phage Ecoli inh 1.7.
For O=c1c2cnn(-c3ccc(F)cc3)c2ncn1Cc1ccccn1 the results were phage Ecoli inh 4.0.
For COC(=O)C1=C(C)NC2=C(C(=O)CCC2)C1c1cccs1 (stereo not drawn) the results were phage Ecoli inh 1.7.
`C[C@H]1CNC(=O)c2c(C(=O)N(C)Cc3ccccc3)ncn21` gave phage Ecoli inh 1.7.
`CC(C)C[C@@H]1Cc2[nH][nH]c(=O)c2[C@H](C)O1` gave phage Ecoli inh 1.4.
`Nc1[nH]c(C(=O)c2ccccc2)c(-c2ccc3ccccc3c2)c1C(=O)NCc1cccc2ccccc12` gave phage Ecoli inh 1.5.
OC(c1ccc(-c2ccccc2)cc1)c1ncc(-c2ccccc2F)[nH]1 (stereo not drawn) was read as phage Ecoli inh 2.6.
O=C(Cn1cc(COc2ccc(Cl)c(Cl)c2)nn1)NS(=O)(=O)c1ccccc1C(F)(F)F was read as phage Ecoli inh 3.3.
For O=C1CN(CN2CCCCC2)C(=O)CN1CN1CCCCC1 the results were phage Ecoli inh 2.8.
Screening COC(=O)[C@]12C[C@H](CC(=O)NCCc3ccccc3OC)C(=O)N(Cc3ccccc3)C1=C[C@H](C(C)(C)C)O[C@@H]2C returned phage Ecoli inh 3.3.
Screening CC(C)(C)NC(=O)C(c1ccncc1)n1c(-c2ccc(C(F)(F)F)cc2)nc2ccccc21 (stereo not drawn) returned phage Ecoli inh 3.8.
Screening CC(=O)Nc1ccc(CN(C)c2c(C)nc3ccc(C(=O)N(C)Cc4ccccc4)cn23)cc1 returned phage Ecoli inh 1.6.
`CC(C)n1nnnc1C1c2ccccc2C(=O)N1C1CC1` (stereo not drawn) gave phage Ecoli inh 1.4.
`Cc1ccc(Cn2cc(CN3CC(N4CCCCC4)CS3(=O)=O)nn2)cc1` (stereo not drawn) gave phage Ecoli inh -0.3.
`Nc1ncnc2c1ccn2[C@H]1CN(Cc2ccc3c(c2)OCO3)C[C@@H](CO)O1` gave phage Ecoli inh 0.3.
CCOC(=O)C1(C)CCCN1C(=O)c1ccc(C)cc1 (stereo not drawn) was read as phage Ecoli inh 3.0.
Screening COc1ccccc1-c1cnc(C(O)c2c(C)cccc2C)[nH]1 (stereo not drawn) returned phage Ecoli inh 1.2.
For CC1(C(=O)NCC2CC2)CCN1C(=O)C1(c2ccc(Cl)cc2)CC1 (stereo not drawn) the results were phage Ecoli inh 3.1.
`O=c1ccn(C2CCCCC2)c(=O)[nH]1` gave phage Ecoli inh 4.6.
Screening COC(=O)[C@]12CCCCC=C1N(Cc1cccc3ccccc13)C(=O)[C@H](CC(=O)NCCC(C)C)C2 returned phage Ecoli inh 0.6.
`CCOC(=O)N1CCN(C(=O)C[C@@H]2C[C@@]3(C(=O)OC)CCCCC=C3N(CCC3=CCCCC3)C2=O)CC1` gave phage Ecoli inh -0.1.
`Nc1[nH]c(C(=O)c2ccccc2)c(-c2ccc(Cl)cc2Cl)c1C(=O)c1ccc(Br)cc1` gave phage Ecoli inh 3.6.
CCOC(=O)N1CCN(C(=O)C[C@@H]2C[C@@]3(C(=O)OCC)CCC=C3N(Cc3ccc(Cl)cc3Cl)C2=O)CC1 was read as phage Ecoli inh -0.9.
`COc1ccc(Cl)c(-c2cc(C(=O)NCc3ccc(C(F)(F)F)cc3)[nH]n2)c1` gave phage Ecoli inh 2.7.
`Nc1sccc1C(=O)NC1CC1` gave phage Ecoli inh 0.9.
Screening O=C1Cc2ccccc2C(=O)N1 returned phage Ecoli inh -0.6.
Screening CC(C)(C)c1ccc(C(O)c2ncc(-c3ccc(F)cc3)[nH]2)cc1 (stereo not drawn) returned phage Ecoli inh 0.1.
For Cc1cc(C)cc(C(O)c2ncc(-c3ccccc3C(F)(F)F)[nH]2)c1 (stereo not drawn) the results were phage Ecoli inh 1.6.
Screening Cc1cnc(C)c(Nc2nc(C(N)CCc3ccccc3)cs2)n1 (stereo not drawn) returned phage Ecoli inh 2.1.
Screening COC(=O)c1cc2c(c3c4ccccc4n(S(=O)(=O)c4cccc(C)c4)c13)C(=O)N(Cc1ccccc1)C2 returned phage Ecoli inh 5.7.
`C[C@H](NC(=O)[C@@H]1CCCN1C(=O)[C@@H]1CCCN1C(=O)c1cccc(Cl)c1)c1ccccc1` gave phage Ecoli inh 0.1.
CC(=O)N1CCN(c2ccc(N3CCN(Cc4ccccc4)[C@@H](C)C3)c(C)c2)[C@H](C)C1 was read as phage Ecoli inh 0.9.
For CCC(C(=O)NCc1ccccc1)n1c(C2CCN(C(C)=O)CC2)nc2ccccc21 (stereo not drawn) the results were phage Ecoli inh 1.4.
Screening CC(C)CC(N)c1csc(Nc2cnccn2)n1 (stereo not drawn) returned phage Ecoli inh 1.0.
`Brc1ccc(COCCc2cn(Cc3ccccc3)c3ccccc23)cc1` gave phage Ecoli inh 2.3.
Cc1ccc2nc(-c3cccc(Cl)c3)c(Cc3cccc(Cl)c3)n2c1 was read as phage Ecoli inh 2.2.
CCCCNS(=O)(=O)c1cccc(NC(=O)[C@H]2C[C@H](O)[C@@H](CO)O2)c1 was read as phage Ecoli inh 3.6.
Screening CCCCCCC12C(=Cc3cc4c(cc31)OCCO4)c1cc(OC)c(OC)cc1C(CC(=O)O)N2C(=O)OC (stereo not drawn) returned phage Ecoli inh 1.3.
`CCCCC(=O)N(C)c1c(C)nc2ccc(C(=O)N3CCN(C(=O)c4ccco4)CC3)cn12` gave phage Ecoli inh 2.1.
Screening CCc1nc2ccc(C(=O)N(CC)CCN(C)C)cn2c1N(C)C(=O)C1CCCCC1 returned phage Ecoli inh 1.5.
Screening O=C(C[C@@H]1C[C@@H]2c3cc(NC(=O)c4ccc5c(c4)OCO5)ccc3O[C@@H]2[C@@H](CO)O1)NCc1cccnc1 returned phage Ecoli inh 1.7.
C[C@@H]1CN([C@@H](C)CO)C(=O)CCCn2cc(nn2)CO[C@H]1CN(C)S(C)(=O)=O was read as phage Ecoli inh -0.9.
O=C(Nc1cccc(OC(F)(F)F)c1)C1Cc2c(-c3ccc4c(c3)OCO4)ccnc2O1 (stereo not drawn) was read as phage Ecoli inh 0.8.
For CSc1ccc(CN2CCC(C)(Oc3ccc(F)cc3)C2)cc1 (stereo not drawn) the results were phage Ecoli inh 0.8.
Screening Cc1cccc(CN2CCN(C3CN(Cc4cn(Cc5cc(C)cc(C)c5)nn4)S(=O)(=O)C3)CC2)c1 (stereo not drawn) returned phage Ecoli inh 0.3.
Screening CCCCC[C@@H](C)N1C[C@H](COCc2ccccc2)Oc2cc(N3CC[C@@H](O)C3)ccc2S1(=O)=O returned phage Ecoli inh -2.4.
CCc1noc2cc(-c3ccccc3)n(C)c(=O)c12 was read as phage Ecoli inh 2.2.
CCC(=O)Nc1ccc2c(c1)OC[C@@H](C)N(C(=O)c1ccccn1)C[C@@H](C)[C@@H](OC)CN(C)C2=O was read as phage Ecoli inh 0.6.
CCCCC[C@@H](C)N1C[C@H](COCc2ccccc2)Oc2cc(N3CCC[C@H]3COC)ccc2S1(=O)=O was read as phage Ecoli inh 0.2.
`CN1C(=O)c2c(C(=O)Nc3ccc(Oc4ccncc4)cc3)[nH]c(-c3ccccc3)c2C1=O` gave phage Ecoli inh 2.3.
Cc1cc2nc(C(C)(C)C)c(Cc3ccsc3)n2c(C)c1Br was read as phage Ecoli inh 2.7.
Screening CC1(C(=O)NS(=O)(=O)c2ccc(Cl)cc2)CCN1C(=O)Cc1cccc2ccccc12 (stereo not drawn) returned phage Ecoli inh -2.7.
CC(C)(C)NC(=O)C1c2ccccc2OCC(=O)N1Cc1ccc2c(c1)OCO2 (stereo not drawn) was read as phage Ecoli inh -1.2.
`O=C1NC[C@H](CCCCN2CCN(CCc3ccccc3)C(=O)C2=O)N(CCC2CCCCC2)C1=O` gave phage Ecoli inh 3.6.
For COc1cccc(NC(=O)C2(C)CCN2Cc2ccc(OC)c3ccccc23)c1 (stereo not drawn) the results were phage Ecoli inh 4.8.
O=C(NC1CCCCC1)C(C1CC1)n1c(=O)c(-c2ccco2)nc2ccccc21 (stereo not drawn) was read as phage Ecoli inh 0.2.

Bioassay records as filed in PubChem BioAssay.

These rows are one share of the data. The share of hits here may be higher or lower than overall.
